High-throughput results: PubChem BioAssay, Broad Institute
ERAP1 HTS inh = inhibitors of human ERAP1 aminopeptidase. AID 652197. recombinant ERAP1, Leu-AMC fluorescence, 60 min. 340,000 tested, 0.15% active. inhibition, % at 10.7 µM. Q9NZ08;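 active = mean replicate inhibition of at least 30%, or all replicates individually reaching that 30% level; inactive = mean below 30% and not every replicate reaching it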;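 also: 0% = neutral control wells and 100% = L-leucinethiol positive control wells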
Target sequence (Q9NZ08 whole entry, looked up): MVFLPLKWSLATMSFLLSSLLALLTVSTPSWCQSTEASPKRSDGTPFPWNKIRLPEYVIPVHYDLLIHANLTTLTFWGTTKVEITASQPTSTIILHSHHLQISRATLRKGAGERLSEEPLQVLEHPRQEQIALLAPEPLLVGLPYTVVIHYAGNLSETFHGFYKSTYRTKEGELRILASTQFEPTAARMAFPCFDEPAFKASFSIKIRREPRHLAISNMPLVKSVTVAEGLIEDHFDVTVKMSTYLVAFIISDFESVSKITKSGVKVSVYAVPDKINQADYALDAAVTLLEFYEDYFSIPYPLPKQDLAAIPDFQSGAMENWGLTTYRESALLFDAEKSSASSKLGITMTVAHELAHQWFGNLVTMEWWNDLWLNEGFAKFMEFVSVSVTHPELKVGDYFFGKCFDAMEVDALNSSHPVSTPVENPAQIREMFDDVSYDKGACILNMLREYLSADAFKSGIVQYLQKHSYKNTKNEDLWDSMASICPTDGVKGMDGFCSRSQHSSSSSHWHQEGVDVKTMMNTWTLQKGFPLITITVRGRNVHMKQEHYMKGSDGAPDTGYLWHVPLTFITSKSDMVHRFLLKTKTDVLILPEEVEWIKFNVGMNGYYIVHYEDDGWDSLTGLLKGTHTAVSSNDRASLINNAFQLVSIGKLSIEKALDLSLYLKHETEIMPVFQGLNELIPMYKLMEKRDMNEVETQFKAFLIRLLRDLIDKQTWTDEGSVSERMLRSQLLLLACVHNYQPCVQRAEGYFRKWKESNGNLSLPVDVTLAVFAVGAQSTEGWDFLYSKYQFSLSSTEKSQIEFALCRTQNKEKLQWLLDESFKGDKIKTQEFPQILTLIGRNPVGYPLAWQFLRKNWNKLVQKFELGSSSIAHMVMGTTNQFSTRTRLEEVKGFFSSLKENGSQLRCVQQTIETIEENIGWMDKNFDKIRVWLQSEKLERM
LGR2 antag = Drosophila LGR2 receptor signaling inhibition | 380,000 tested, 0.35% active | inhibition, % at 9.99 µM | HEK293 LGR2, CRE-luciferase, bursicon-stimulated, 4 h | AID 720647;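 active = drop in luminescence signal, shown as inhibition above about 50% in the replicate tests, limit read from the data, passing the limit was not always enough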;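 also: agonist challenge used bursicon conditioned medium at about half maximal strength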
PglD DTNB = blocks C. jejuni PglD acetyltransferase activity; purified PglD enzyme, DTNB colorimetric CoA detection; inhibition, % at 12.5 µM; 360,000 tested, 0.098% active; AID 602405; in the data active = inhibition above about 16%, passing the limit was not always enough; also: strong numbers were not always called active
FN deposit inh = fibronectin deposition inhibition | AH1F fibroblasts, Alexa488-fibronectin deposition fluorescence, overnight | inhibition, % at 12.6 µM | 350,000 tested, 0.086% active | AID 743247;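 active = mean inhibition across replicates of 30% or more, regardless of how many single replicates reach that level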;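 also: positive control wells lacked labelled fibronectin entirely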
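test system = AH1F fibroblasts assembling fluorescent fibronectin matrix | quantity = 10000 AH1F cells per well | buffer or medium = DMEM plus 2% serum, read in PBS | doses = single dose, pinned | incubation = 1 h cell attachment, overnight exposure to compound and label | detection = fluorescence at 485 nm excitation, 525 nm emission | read-out basis = inhibition from reduced deposited-fibronectin fluorescence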
EWS-Fli inh = blocks EWS/Fli oncoprotein-driven transcription; A673 NR0B1-luciferase reporter, viability-normalised; inhibition, % at 12.6 µM; 350,000 tested, 0.67% active;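 active = mean inhibition of at least 50% after viability correction, with every replicate also passing that limit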;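 also: firefly luciferase signal divided by Alamar Blue viability fluorescence both relative to DMSO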
PGC1a acetyl inh = lowers PGC1a acetylation signal in U2OS cells; 350,000 tested, 0.17% active; inhibition, % at 15.6 µM; AlphaScreen anti-acetyl-lysine; with virally co-expressed GCN5 acetyltransferase;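 active = every replicate shows inhibition of at least 40%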;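 also: 0% = neutral control wells and 100% = positive control wells; some results beyond the cut were filed as inactive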
S100A4 MyoIIA = blocks human S100A4 binding to myosin IIA peptide; P26447; S100A4/TAMRA-MyoIIA peptide fluorescence polarization; inhibition, % at 10.7 µM; 360,000 tested, 0.14% active;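 active = mean inhibition of at least 70% across replicates, with every replicate also reaching that level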
Target sequence (P26447 whole entry, looked up): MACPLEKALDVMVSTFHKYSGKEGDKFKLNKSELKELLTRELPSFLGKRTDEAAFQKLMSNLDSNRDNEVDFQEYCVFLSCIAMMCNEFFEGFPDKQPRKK
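Test system – S100A4 monomer (human) · Compound – single-point compound testing · Schedule – 5 min incubation before reading · Probe or stimulus – TAMRA-labelled myosin IIA heavy-chain peptide probe, 5 nM · Benchmarks – neutral control DMSO, positive control TFP · Medium – Calcium-containing HEPES buffer, pH 7.2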
PAX8 reporter = PAX8 transcriptional activity inhibition; inhibition, % at 12.6 µM; 360,000 tested, 1.2% active; AID 652154; RMG-I TPO-luciferase reporter, SteadyGlo, 24 h;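 active = mean replicate inhibition at least 60% with every replicate also reaching 60%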;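 also: luciferase light reporting Pax8 driven TPO promoter activity; plate controls were median of neutral control wells for no effect and mitoxantrone controls for full effect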
Numbers without * were called inactive; / = no result given; & = joins results of further samples.

SMILES	ERAP1 HTS inh	LGR2 antag	PglD DTNB	FN deposit inh	EWS-Fli inh	PGC1a acetyl inh	S100A4 MyoIIA	PAX8 reporter
CCC(CO)Oc1cc(NC(=O)c2ccccc2C)c2ncn(C(C)C)c2c1 (stereo unspecified)	/	6	0&6	-14	-1	/	-2	15
O=C(CC1SC(=Nc2cccc3ccccc23)N(Cc2ccccn2)C1=O)Nc1ccccc1Br (stereo unspecified)	2	0	/	5	5	/	-2	96*
C[C@H](CO)N1C[C@H](C)[C@H](CN(C)Cc2ccc(Oc3ccccc3)cc2)Oc2c(NS(=O)(=O)c3ccccc3)cccc2C1=O	0	1	-1	/	11	-20	4	-4
CCCCC(CC)C(=O)Nc1cccc(SC)c1 (stereo unspecified)	-2	22	/	-16	7	-8	-1	18
CCN(CC(=O)Nc1ccc(NC(C)=O)cc1)C(=O)COc1ccc2ccccc2c1	2	0	/	-2	4	/	-4	/
COc1ccc(CSc2ccc(-c3nc4ccccn4c3NCc3ccccc3)cc2OC)cc1	/	21	-3	0	39	-5	/	0
O=C(c1cccc(Cl)c1)N1CCCc2ccccc21	0	0	2	-3	11	-9	-5	14
O=C(NCC(c1ccco1)N1CCc2ccccc2C1)c1ccc([N+](=O)[O-])cc1 (stereo unspecified)	-1	-2	5	-3	2	-15	-1	/
CS(=O)(=O)c1cccc(S(=O)(=O)N2CCN(c3ccccn3)CC2)c1	-3	-10	1	-1	12	/	4	-14
CC(C)Oc1cccc(C(=O)C2CCCN(S(=O)(=O)C(C)C)C2)c1 (stereo unspecified)	3	2	/	/	-2	/	-2	2
Cc1noc(C)c1S(=O)(=O)N(C)C[C@@H]1OCCCC[C@@H](C)Oc2ccc(NC(=O)CCC(F)(F)F)cc2C(=O)N([C@@H](C)CO)C[C@@H]1C	/	-11	2	-5	-5	2	/	3
CC[C@H]1C/C=C\Cc2ccccc2[C@H](C(=O)C[C@@H](O)CC(C)=O)OC1=O	0	13	-1	-2	1	-1	-8	6
CCOc1cc(/C=N/O)ccc1OS(=O)(=O)c1ccc(C)cc1	/	/	5	9	/	-16	/	-10
CCCC#Cc1ccc([C@@H]2[C@@H](CO)N3C(=O)CN(C(=O)CN4CCOCC4)C[C@H]23)cc1	2	4	/	/	-5	-3	-7	/
Cc1noc(C)c1S(=O)(=O)N(C)C[C@@H]1Oc2ccc(NS(C)(=O)=O)cc2C(=O)N([C@@H](C)CO)C[C@@H]1C	2	-8	-5	/	2	-8	-2	/
C/C=C/CSc1nc2c(c(=O)[nH]c(=O)n2C)n1Cc1ccc(C)cc1	-1	-33	-4	-4	13	10	0	3
CCCNC(=O)C[C@@H]1C[C@@H]2c3cc(NC(=O)Nc4ccc(OC)cc4)ccc3O[C@@H]2[C@@H](CO)O1	-6	5	0	-1	-2	6	13	-7
COCCNC(=O)C1CCC(CNS(=O)(=O)c2ccc3c(c2)CC(C)N3C(=O)C2CC2)CC1 (stereo unspecified)	1	-7	1	18	3	-2	-6	3
Cc1ccc(S(=O)(=O)N2CCN(C(=O)COC(=O)CSc3ccccc3)CC2)c(C)c1	-4	1	/	1	-1	/	8	-6
Cc1cccc(N2CCN(CC(=O)N(C3CCCC3)C3CCS(=O)(=O)C3)CC2)c1C (stereo unspecified)	-5	16	-2	-3	6	/	5	-1
CCN(CC)C(=O)C1=C(C)N(Cc2ccccc2)C(=O)C(CC(=O)NCCc2ccccn2)C1 (stereo unspecified)	0	-5	-5	3	5	3	-9	-11
Cc1ccc(S(=O)(=O)N(C)C[C@H]2OCCCC[C@@H](C)Oc3ccc(NC(=O)Nc4ccccc4)cc3C(=O)N([C@H](C)CO)C[C@H]2C)cc1	0	19	0	4	6	-12	-3	/
COc1cccc(N=CNc2cccc(OC)c2)c1	-3	-56	-3	-5	-60	/	0	-35
CCCCn1c(N)c(N(CC)C(=O)c2ccc3c(c2)S(=O)(=O)c2ccccc2C3=O)c(=O)[nH]c1=O	/	/	4	5	/	1	/	28
CC(=O)N1C(C)(C)CC(=NOS(=O)(=O)c2ccccc2)CC1(C)C	-2	20	/	-2	-7	/	3	-12
C[C@H](NC(=O)C[C@@H]1CC[C@@H]2[C@@H](COc3ccc(NS(=O)(=O)c4ccc(Cl)cc4)cc3C(=O)N2C)O1)c1ccccc1	/	-24	-6	0	1	4	3	10
COc1ccccc1-c1cnc2c(c1)C(=O)N([C@@H](C)CO)C[C@H](C)[C@H](CN(C)C)O2	26&-1&0	6&-1	4&0&-2	6&-2	-34&-3&-5	-9&-1&5	1&-3&0	-2
COCc1[nH]nc2c1C(c1ccc(C)cc1)N(c1ccc(OC)cc1)C2=O (stereo unspecified)	2	9	/	3	-8	/	-1	-23
Cc1ccc(-n2nc3c(=O)n(CC(=O)NC4CCCCCC4)nc(C)c3c2C)cc1	-2	0	-1	10	/	-6	-6	2
CC(=O)N1CC(=O)N2[C@H](CO)[C@@H](c3ccc(C#Cc4cccnc4)cc3)[C@H]2C1	1	-7	/	/	/	7	2	/
Cc1cc(Oc2cccnc2)ccc1NC(=O)Cc1c[nH]c2ccccc12	1	-4	/	3	9	/	4	-3
O=C(NCC(c1ccc(F)cc1)N1CCOCC1)c1cccnc1Sc1ccc(Cl)cc1 (stereo unspecified)	4	3	/	7	4	/	14	-13
O=C(NC1CCCc2ccccc21)N[C@@H](Cc1ccccc1)C(=O)O (stereo partly specified)	0	-13	0	2	-3	-1	0	16
Cc1ccc(C)c(-c2nnc(NC(=O)c3ccco3)o2)c1	0	16	8	/	7	/	4	11
O=[N+]([O-])c1ccc(Cc2ccc([N+](=O)[O-])cc2)cc1	-7	9	/	7	-4	4	-11	-8
CC(C)NC(=O)N(C)C[C@H]1Oc2ncc(C#CC3(O)CCCC3)cc2C(=O)N([C@H](C)CO)C[C@H]1C	-1	10	0	-2	-7	10	5	/
COc1cc(C(C)=O)ccc1COc1ccc(C(=O)O)cc1OC	-3	3	/	-1	0	6	-2	-16
COc1ccc(N(C)S(=O)(=O)c2cccc(C(=O)OCC(=O)N3CC(C)CC(C)C3)c2)cc1 (stereo unspecified)	0	1	-6	2	7	-2	0	17
Fc1cccc(Cc2noc(CN3CCN(c4cnccn4)CC3)n2)c1	-2	21	-2	1	0	/	-8	4
COc1ccc([C@@]2(C(C)C)ON(c3ccccc3C(F)(F)F)C2=O)cc1	-3	34	4	-7	1	/	0	15

An excerpt of these results, with values under each structure.
Second line of a record: ERAP1 HTS inh, LGR2 antag, PglD DTNB, FN deposit inh, EWS-Fli inh, PGC1a acetyl inh, S100A4 MyoIIA, PAX8 reporter
COCCNC(=O)C1CCC(CNS(=O)(=O)c2ccc3c(c2)CC(C)N3C(=O)C2CC2)CC1 (stereo unspecified)
    1, -7, 1, 18, 3, -2, -6, 3
COCc1[nH]nc2c1C(c1ccc(C)cc1)N(c1ccc(OC)cc1)C2=O (stereo unspecified)
    2, 9, /, 3, -8, /, -1, -23

Among those listed so far, these have a CF3 group:
SMILES	ERAP1 HTS inh	LGR2 antag	PglD DTNB	FN deposit inh	EWS-Fli inh	PGC1a acetyl inh	S100A4 MyoIIA	PAX8 reporter
Cc1noc(C)c1S(=O)(=O)N(C)C[C@@H]1OCCCC[C@@H](C)Oc2ccc(NC(=O)CCC(F)(F)F)cc2C(=O)N([C@@H](C)CO)C[C@@H]1C	/	-11	2	-5	-5	2	/	3
COc1ccc([C@@]2(C(C)C)ON(c3ccccc3C(F)(F)F)C2=O)cc1	-3	34	4	-7	1	/	0	15

Carrying on.
SMILES	ERAP1 HTS inh	LGR2 antag	PglD DTNB	FN deposit inh	EWS-Fli inh	PGC1a acetyl inh	S100A4 MyoIIA	PAX8 reporter
CCNC(=O)Nc1ccc2c(c1)C(=O)N(C)[C@@H]1CC[C@@H](CC(=O)NCc3cccc(F)c3)O[C@@H]1CO2	/	0	-2	-28	-6	5	/	-8
CCC(NC(=O)c1cc(COc2ccc(F)cc2Cl)on1)c1ccncc1 (stereo unspecified)	-1	4	-1	/	7	/	-12	-8
Cc1cc(C)c2c(N)c(C(=O)C(C)(C)C)sc2n1	-1	-7	1	1	-17	-6	-6	5
Cn1c(SCc2n[nH]c(=S)o2)nnc1-c1ccccc1	2	-3	7	-2	1	1	-2	-5
Cc1nnc(SCC(=O)N(C)CC(=O)Nc2ccccc2Cl)s1	8	3	-4	6	3	14	-5	9
S=C(NCc1cccc(Cl)c1)NC1CCCCC1	/	-1	4	-7	/	/	/	-4
CCc1ccccc1NC(=O)CCC(=O)OCC(=O)c1ccc(-c2ccccc2)cc1	/	-14	8	5	/	/	/	-3
O=C(NCC[C@H]1CC[C@@H](NS(=O)(=O)Cc2ccccc2)[C@H](CO)O1)C1CCC1	/	11	-5	/	-3	-5	25	2
CCOC(=O)C1(Cc2cccc(Cl)c2)CCCN(CCO)C1 (stereo unspecified)	3	/	0	9	6	14	1	-6
COc1ccc(S(=O)(=O)N(C)C[C@@H]2Oc3ccc(NS(=O)(=O)c4ccc(Cl)cc4)cc3CC(=O)N([C@H](C)CO)C[C@@H]2C)cc1	/	2	4	-2	-5	1	/	9
COc1cccc(-n2c(Cc3cc(=O)[nH]c(=O)[nH]3)nnc2SCc2cccnc2)c1	/	-9	-3	7	-8	3	1	8
O=C(NC1CCCCCCC1)c1cc(F)c(F)cc1Cl	-1	-27	1	4	-93	/	5	-117
C[C@@H]1CN([C@@H](C)CO)C(=O)c2cc(NC(=O)Nc3ccccc3)ccc2O[C@@H](C)CCCCO[C@H]1CN(C)Cc1ccc(C(=O)O)cc1	-9	8	0	-3	-10	11	-7	-18
CC(C)N(C(=O)c1ccccc1-c1ccccc1)C(C)C	/	/	4	-6	/	-13	/	-13
O=C(O)C1=CCC(c2ccc(Cl)c(Cl)c2)N(S(=O)(=O)c2ccc(F)cc2)C1c1cccc(F)c1 (stereo unspecified)	4	8	/	-3	2	/	-2	20
CN(C)C(=O)Oc1cccc([N+](C)(C)C)c1	-2&-4	5&3	0&-11&-2&-5	-9&5	0&1	-9&-6	0&4&2&3	16&2
Cn1cc(CNCc2ccc(-n3cccn3)cc2)c(-c2ccccc2F)n1	2	-6	/	-20	3	-2	-6	-4
C[N+]1(C2CCC3CCCC2C3O)CCCC1 (stereo unspecified)	/	-6	/	2	5	/	/	9
COCC(=O)Nc1ccc2c(c1)C(=O)N(C)C[C@@H](OC)[C@@H](C)CN(Cc1cc(F)ccc1F)[C@H](C)CO2	2	10	-1	-15	2	3	6	30
CC(=O)N(/N=C/c1ccc([N+](=O)[O-])o1)c1nc2ccccc2c(=O)n1-c1ccccc1	/	1	/	-8	6	10	-25	-13
COc1cc(NC(=S)N2CCN(C)CC2)c(OC)cc1Cl	5	-7	/	-3	-1	-1	-2	-12
CN1OC[C@@H]2CN[C@H](c3cccc(-c4ccccc4)c3)C[C@@H]21	/	-2	-3	-13	-10	-2	-9	4
COC(=O)[C@@H](NC(=O)N1CCC(C)CC1)C(C)C	11	3	/	-2	-2	-6	6	5
COc1ccc(Cc2nnc(NC(=O)Nc3ccccc3F)s2)cc1	0	3	-8	-7	6	0	1	28
Cc1cc2ncc(S(=O)(=O)C(C)(C)C)c(N)n2n1	6	26	/	0	1	-17	-5	7
O=C(Nc1cccc(F)c1)N1CC(=O)N2[C@H](CO)[C@H](c3ccc(-c4ccccc4F)cc3)[C@H]2C1	1	10	/	/	/	-5	14	/
C[C@H](NC(=O)C[C@H]1CC[C@@H](NC(=O)Nc2ccc3c(c2)OCO3)[C@@H](CO)O1)c1ccccc1	0	8	0	-5	-24	12	8	16
CCN1[C@@H]2c3ccc(-c4ccccc4)c(=O)n3C[C@@H]2[C@@H](CO)[C@@H]1C(=O)Nc1ccccc1	2	2	-2	/	6	/	0	/
O=C(NCC(=O)N1CC(O)CC1C(=O)N1CCCC1C(=O)OCc1ccccc1)OCc1ccccc1 (stereo unspecified)	-1	13	/	-16	-4	-8	-1	18
COc1cc(=O)n(C)c2c(OCC3OC(C)(C)OC3(C)C)cccc12 (stereo unspecified)	2	-7	-4	/	-12	3	1	/
